High-throughput results from PubChem.
KDM5B inh = KDM5B demethylase inhibition; Q9UGL1; KDM5B demethylase, FDH-coupled NADH fluorescence (FDH is formaldehyde dehydrogenase); Potency, µM (series often up to 57.7 µM), inactives show top-dose activity change, negative = inhibition, usual class: inhibitors; 2.6% of 220,000 active; active means well fitted inhibition curve with a large enough effect; inconclusive means small, poorly fitted or top-dose-only effect; inactive means no such curve, though single readings can be large or run the other way; further: 0% is about no effect; nearly all actives have a fitted effect of over 70% in size
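Measured: NADH fluorescence change, 30 min, RT. System: KDM5BΔAP 200 nM final, H3K4me3 peptide, α-KG, Fe(II), ascorbate, NAD⁺ plus FDH, pH 7.5 HEPES. Compounds: titrated, 10 min pre-incubation with enzyme.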
An asterisk follows results filed as active; u = inconclusive; [ ] = remark or other dose. Potency means the concentration at half of the fitted maximal effect.

no.	smiles	KDM5B inh
1	CC(=O)N1CCN(C(C(=O)O)c2c[nH]c3ccc(NC(=O)C(C)C)cc23)CC1 (stereo not given)	5.0%
2	CC1=C(c2ccc(C(C)C)cc2)S(=O)(=O)NC1=NCc1ccc(Cl)cc1	-10.2%
3	COc1ccc(CN[C@H](C)c2onc(-c3ccc(F)cc3)c2C(=O)O)cc1	0.1%[86.2 µM]
4	COc1ccc(S(=O)(=O)Nc2nc3ccccc3nc2NCc2ccccc2OC)cc1	u
5	Cc1ccc(/C=C/C(=O)NCc2ccco2)cc1	-12.0%
6	O=C(Nc1ccccc1)N1CCC2(CC1)CC(N1CCOCC1)CCO2 (stereo not given)	-14.6%
7	CC1=CC(C)C(C2OCC3(CO2)C(C)C=C(C)CC3C)C(C)C1 (stereo not given)	-17.1%
8	Cn1c(C(=O)N2CCN(C(=O)c3ccccc3F)CC2)cc2ccccc21	6.2%
9	COc1ccccc1C(=O)Oc1ccc(F)cc1C(=O)/C=C/c1ccc(Cl)cc1	13.8%
10	CCOC(=O)C1CCN(c2c(C(=O)c3ccc(C)cc3)cnc3ccc(F)cc23)CC1	-13.1%
11	CCCc1ccc2oc(C(=O)N(C)CCC3CCCCO3)c(C)c2c1 (stereo not given)	8.5%
12	O=C(CS(=O)(=O)c1cccc2nsnc12)NCc1ccccc1Cl	-6.9%
13	Cc1ccc2oc(C(=O)NCCc3ccc(S(N)(=O)=O)cc3)cc(=O)c2c1	-12.4%
14	COc1ccc(OCC(=O)Nc2cc(-c3nc4ccc(C)cc4o3)ccc2C)cc1	4.7%
15	CC(C)OCCCNC(=O)CSc1c2c(nc3ccc(Cl)cc13)CCCC2	-10.1%
16	O=C(c1nnn2c1COC(c1ccc(Cl)cc1)C2)N1CCN(C(=O)C2(c3ccccc3)CC2)CC1 (stereo not given)	8.2%
17	Cc1ccc2nc(C3CCN(Cc4cccc(-c5ccsc5)c4)CC3)[nH]c(=O)c2c1	-3.1%
18	COc1ccc(CN2C[C@@H](CO)[C@H](c3ccncc3)C2)c(OC)c1	u
19	Cc1ccc(C2C(C#N)=C(SCC(=O)Nc3cccc(C)c3C)NC3=C2C(=O)CCC3)o1 (stereo not given)	-15.3%
20	O=C(CN1CCOCC1)N[C@@H]1CCOC[C@H]1Oc1ccc(C(=O)O)cc1	26.5%
21	O=C(NCc1nnc2n1C(C(=O)N1CCN(c3ncccn3)CC1)CC2)c1ccc(Cl)cc1Cl (stereo not given)	u
22	CCNC(=O)Cc1ccc(S(=O)(=O)N2CCCCC2)cc1	-3.7%
23	Cc1cc(N2CCOCC2)n2nc(C)c(-c3ccc(Cl)cc3)c2n1	u
24	CC(NC(=O)c1ccc2c(c1)NC(=O)CCS2)c1ccncc1 (stereo not given)	-26.4%
25	O=C(Nc1cc(-c2cccc(F)c2)no1)c1noc2c1COc1ccccc1-2	-15.8%
26	COc1ccc(OC)c(CN2CC[C@@H]3OCC(=O)N(Cc4c[nH]c5ccccc45)[C@H]3CC2)c1	-22.8%
27	Cc1cccc(N2CCN(C3(c4ccccc4)C(=O)c4ccccc4C3=O)CC2)c1C	-18.1%
28	Cc1ccc(C2Cn3nnc(C(=O)N4CCC(C(=O)NCC5CC5)CC4)c3CO2)cc1 (stereo not given)	17.0%
29	CCc1ccccc1NC(=O)Cn1c(=O)n(-c2ccc(CC(=O)NC3CC3)cc2)c(=O)c2ccccc21	10.2%
30	O=C(CSc1nc2ccccc2nc1Cc1ccc(Cl)cc1)N1CCN(c2ccccc2)CC1	-29.7%
31	CC1(C)C(c2ccccc2)[N+](=O)C(c2ccccc2)=C(c2ccccc2)N1[O-] (stereo not given)	9.6%
32	COc1cc(C(=O)N2CCN(C3CCCCC3)CC2)cc(OC)c1OC	u
33	Cc1cccc(Cc2cnc(NC(=O)c3nn(C)c(=O)c4ccccc34)s2)c1	7.6%
34	Cc1ccc2cc(C)c(Nc3cccc(C)c3C)nc2c1	-5.9%
35	CN1CCC(N2CCN(C(=O)C3CCOCC3)CC2)C1=O (stereo not given)	3.3%
36	COc1ccc(CN2C[C@@H]3C[C@H]2C(=O)N(Cc2ccccn2)c2ccccc2O3)cc1	-2.7%[86.2 µM]
37	CN(C)CC(NS(=O)(=O)c1ccccc1F)c1ccccc1 (stereo not given)	-2.8%
38	CCn1ncc(NC(=O)Cn2ncc3cc(-c4ccc(F)cc4F)ccc32)n1	u
39	COc1ccc(NC(=O)N[C@H]2C[C@@H](C(=O)N[C@H](Cc3c[nH]c4ccccc34)C(N)=O)N(C(C)=O)C2)cc1	u
40	CNC(=O)[C@@H]1CN(C(=O)c2cc(C)no2)C[C@H]1COC	-5.5%
41	Cc1ccc(F)cc1-c1ccc(COc2ccc3c(cnn3CCC(=O)O)c2)cc1	u
42	Cn1nccc1C(=O)N1CCCC(Cc2noc(-c3ccccn3)n2)C1 (stereo not given)	-11.0%
43	O=C(c1ccccc1SCc1cn2ccccc2n1)N1CCN(c2nccs2)CC1	2.4%
44	CCOc1ccccc1CN1CCc2nc(N3CCN(C)CC3)ncc2C1	u
45	Cc1cc(C)c(CN2CCC3(Cc4ccccc4CNC3=O)C2)c(C)c1 (stereo not given)	7.9%[115 µM]
46	CCOC(=O)CCCOc1cccn2c(=O)c(-c3cc(C)n(-c4ccccc4)n3)c(C)nc12	25.1µM*
47	CC(C(=O)Nc1ccccc1OC(F)F)N(C)CC(=O)Nc1ccc(F)cc1 (stereo not given)	4.2%
48	Cc1ccc(C(=O)N2CCC3(CC2)C(=NC2CCCCC2)NC(=O)N3c2cccnc2)cc1	3.5%[115 µM]
49	CCCCOc1ccc(CNC(=O)C2CCCN(c3nnc(-n4c(C)ccc4C)s3)C2)cc1 (stereo not given)	-22.3%
50	CN(Cc1cccc(F)c1)C(=O)c1ccc2c(=O)n3c(nc2c1)CCC3	-3.2%

Values in list order from above:
KDM5B inh, compounds 20–25, in order: 26.5%, u, -3.7%, u, -26.4%, -15.8%

Continuation:
no.	smiles	KDM5B inh
51	COCC(=O)N1CCCN(C(=O)C2CC2)c2ccccc21	-17.2%
52	CCOc1cc(/C=C/C(=O)c2ccc(OC(F)F)cc2)cc(Cl)c1OC	9.0%
53	Clc1ccccc1N1CCN(Cc2ccc(Br)o2)CC1	u
54	O=C(/C=C/c1c(F)cccc1Cl)Nc1ccc(S(=O)(=O)Nc2ncccn2)cc1	u
55	CC(C)CCOc1cccc(N)c1	5.3%
56	CCCn1c(-n2nc(C)cc2C)nc2c1c(=O)n(Cc1cccc3ccccc13)c(=O)n2C	-3.6%
57	CCCOc1ccc(-c2cc(C(=O)OC)c3ccccc3n2)cc1	-150.4%
58	CCN(CC(=O)Nc1ccc(NC(C)=O)cc1)C(=O)c1cc2ccccc2oc1=O	-20.4%
59	CCCCNc1nnc(SCc2ncc(-c3ccccc3)o2)s1	25.0%
60	Cc1cc(C)c(NC(=O)CC2(C(=O)O)CCCC2)c(C)c1	22.2%
61	CCc1noc(-c2ccn3c(CNC(=O)Cc4ccc(C)cc4)nnc3c2)n1	28.2µM*
62	CNC(=O)[C@@H]1CN(C(=O)c2ccc3c(c2)OCO3)C[C@H]1c1n[nH]c(C)n1	12.1%
63	CC(C)n1c(=N)c(C(=O)NCc2cccnc2)cc2c(=O)n3ccccc3nc21	52.4%[activator]
64	O=C(NCCCN1CCOCC1)C1CCc2ncc(-c3ccsc3)n2C1 (stereo not given)	-7.6%
65	CN(Cc1ccccc1)c1nc2c(S(=O)(=O)c3ccccc3)nnn2c2ccsc12	0.6%
66	COc1cccc(C2c3c(-c4c(C)cc(C)cc4O)n[nH]c3C(=O)N2CCCO)c1 (stereo not given)	-10.9%
67	Cc1ccc(S(=O)(=O)Oc2ccc(C3C4=C(CC(C)(C)CC4=O)OC4=C3C(=O)CC(C)(C)C4)cc2)cc1	-21.0%
68	COc1ccc(-c2nc3sc(CCNC(=O)c4ccco4)c(C)n3n2)cc1	8.4%
69	COc1ccc(CCNC(=O)Cn2c(=O)n(-c3ccc(OC)c(OC)c3)c(=O)c3ccccc32)cc1OC	-10.2%
70	O=C(c1ccc(Cl)cc1)N1CC2(CCN(CC3CC3)C2)OCc2ccccc21 (stereo not given)	-15.4%[115 µM]
71	C=CCN1CC2(CCC1=O)CCN(S(=O)(=O)c1ccc(F)cc1)CC2	-7.4%
72	COc1ccc(-c2nc(CSCC(=O)N3CCc4ccccc43)c(C)o2)cc1OC	-5.5%
73	Cc1ccc(N(CC(=O)NC(C)c2ccccc2)S(=O)(=O)c2c(C)noc2C)cc1 (stereo not given)	u
74	O=C1Nc2c(c(=O)[nH]c(=O)n2-c2ccccc2)C1(NS(=O)(=O)c1ccc(Cl)cc1)C(F)(F)F (stereo not given)	-3.6%
75	COc1ccccc1NC(=O)Nc1ccnn1C1CCN(C(=O)C(C)O)CC1 (stereo not given)	-23.6%
76	CC(C)c1nc(-c2ccc(OC3CCN(C(=O)C4(c5ccccc5)CC4)C3)cc2)no1 (stereo not given)	-21.8%
77	N#Cc1cc([N+](=O)[O-])ccc1NC(=O)COC(=O)C1(c2ccc(F)cc2)CCCC1	-1.9%
78	Cc1c(CC(=O)NCCN2CCOCC2)c(=O)oc2c(C)c(O)ccc12	u
79	CCOc1ccc2oc(=O)cc(CN3CCN(c4ccc(OC)cc4)CC3)c2c1	u
80	O=C(Cc1ccccc1)c1ccccc1C(=O)N1CCCCC1	-7.4%
81	O=C(c1ccc(Cl)nc1)N1CCC(c2nn(-c3ccc(Cl)cc3)c(=O)[nH]2)CC1	-10.9%
82	Cc1cnn(CC(=O)N2CCCCCCNC(=O)CC2)c1	14.0%
83	Cc1c(-c2ccccc2)[nH]c2c(CNC(=O)c3ccc(=O)n(C)n3)cc(Cl)cc12	1.0%
84	Cc1cc(C)c2oc(=O)cc(CN3CCN(CCc4ccncc4)CC3)c2c1	-12.0%
85	O=C(Nc1ccc(C(F)(F)F)cc1)C(Cc1ccccc1)n1cccc1 (stereo not given)	u
86	Cc1cccc(OCC(=O)NC(CC(C)C)C(=O)N(C)C)c1 (stereo not given)	-16.1%
87	COc1ccc(C2CC(=O)Oc3c2c(=O)n(C)c2ccccc32)c(OC)c1 (stereo not given)	7.0%
88	Cc1cccc(OCC(=O)Nc2nnc(S(=O)(=O)N3CCc4ccccc43)s2)c1	15.4%
89	O=C(Nc1ccc(C(=O)N2CCN(c3ccc(Cl)cc3)CC2)cc1)c1nsc2ccccc12	4.5%
90	COc1ccc2c(C(F)(F)F)cc(SCC(=O)N3CCCC3)nc2c1	u
91	COCCn1c(SCC(=O)NCc2ccc(F)cc2)nc2ccccc21	-12.6%
92	Cc1cccc(C(C)C)c1NC(=O)CCc1ncc(-c2ccc(F)cc2F)o1	20.4%
93	Cn1cc(CN2CCC3(CC2)COc2ccccc2C(=O)N3)cn1	-25.1%[86.2 µM]
94	CC(C)c1cnc2c(c1SCC(=O)Nc1cccc([N+](=O)[O-])c1)c(=O)n(C)c(=O)n2C	-20.5%
95	COc1ccc(NC(=O)C2CCN(c3ccc(Sc4ccc(C)cc4)nn3)CC2)c(OC)c1	-8.3%
96	COc1cccc(NC(=O)C2CCN(c3nn4cc(-c5ccc(F)cc5)nc4s3)CC2)c1	-13.9%
97	CN(Cc1ccccc1)C(=O)CC1CCN(C(=O)CC2CCCC2)C1 (stereo not given)	1.5%
98	NCc1cnccn1	12.2%
99	CCCC(=O)NC1CCN(c2cnn(CC)c(=O)c2)CC1	26.9%
100	CCCOc1ccc(C(=O)N(Cc2ccc(C(C)C)cc2)C2CCS(=O)(=O)C2)cc1 (stereo not given)	-24.4%

Random excerpt: 6 entries already listed.
no.	smiles	KDM5B inh
79	CCOc1ccc2oc(=O)cc(CN3CCN(c4ccc(OC)cc4)CC3)c2c1	u
85	O=C(Nc1ccc(C(F)(F)F)cc1)C(Cc1ccccc1)n1cccc1 (stereo not given)	u
84	Cc1cc(C)c2oc(=O)cc(CN3CCN(CCc4ccncc4)CC3)c2c1	-12.0%
96	COc1cccc(NC(=O)C2CCN(c3nn4cc(-c5ccc(F)cc5)nc4s3)CC2)c1	-13.9%
98	NCc1cnccn1	12.2%
76	CC(C)c1nc(-c2ccc(OC3CCN(C(=O)C4(c5ccccc5)CC4)C3)cc2)no1 (stereo not given)	-21.8%

(cont.)
no.	smiles	KDM5B inh
101	CN(Cc1ccccc1)C(=O)OCc1cn(Cc2ccccc2)nn1	25.8%
102	CCCCn1nc(C(=O)Nc2ccc3nc(SC)sc3c2)c2ccccc2c1=O	14.0%
103	COc1ccc(NC(=O)COC(=O)c2nn(C)c(=O)c3ccccc23)cc1	9.3%
104	N#Cc1cc(C(=O)c2cc(Cl)ccc2O)cn(C2CCCCC2)c1=O	-4.4%
105	CCC1CN(C(=O)Nc2cc(Cl)c(OC)cc2OC)c2ccccc2O1 (stereo not given)	-8.9%
106	O=C(C1CCCN(S(=O)(=O)c2cccc3nsnc23)C1)N1CCN(c2ccccc2Cl)CC1 (stereo not given)	-7.2%
107	COc1cccc(CN2CCC3(CC2)NCCc2c3[nH]c3ccc(OC)cc23)c1	25.1µM*
108	CCc1ccc(S(=O)(=O)c2cn(CC)c3cc(N4CCCCC4)c(F)cc3c2=O)cc1	-11.3%
109	O=C(NC1CC1)[C@@H]1C[C@H](Oc2ccccc2)CN1C(=O)C1(c2ccccc2)CC1	-6.0%
110	CC(NC(=O)c1ccc2c(c1)NC(=O)CS2)c1ccc2c(c1)OCCO2 (stereo not given)	16.2%

From no. 108 up to 110, copied from above:
no.	smiles	KDM5B inh
108	CCc1ccc(S(=O)(=O)c2cn(CC)c3cc(N4CCCCC4)c(F)cc3c2=O)cc1	-11.3%
109	O=C(NC1CC1)[C@@H]1C[C@H](Oc2ccccc2)CN1C(=O)C1(c2ccccc2)CC1	-6.0%
110	CC(NC(=O)c1ccc2c(c1)NC(=O)CS2)c1ccc2c(c1)OCCO2 (stereo not given)	16.2%

An excerpt, so the mix of outcomes need not match the whole.
